GalR3 antagonist: GalR3 antagonists in HEK293 cells, primary screen, cell-based, fluorescence readout; Galanin receptor type 3 (Homo sapiens), O60755; HEK293 GalR3-CNG cAMP membrane potential fluorescence; galR3 body fused to GalR1 C-terminus; inhibition, % at 3 µM; 360,000 compounds, 0.44% hits;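 active means inhibition above the screen-wide average plus 3 SD, cut at about 13% in these data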;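 further: forskolin and galanin both at EC90 stimulate the cells; cAMP rise reported by CNG channel membrane potential dye signal; 0% = forskolin plus galanin with DMSO and 100% = forskolin alone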
Target sequence (O60755 1-299 limits assumed): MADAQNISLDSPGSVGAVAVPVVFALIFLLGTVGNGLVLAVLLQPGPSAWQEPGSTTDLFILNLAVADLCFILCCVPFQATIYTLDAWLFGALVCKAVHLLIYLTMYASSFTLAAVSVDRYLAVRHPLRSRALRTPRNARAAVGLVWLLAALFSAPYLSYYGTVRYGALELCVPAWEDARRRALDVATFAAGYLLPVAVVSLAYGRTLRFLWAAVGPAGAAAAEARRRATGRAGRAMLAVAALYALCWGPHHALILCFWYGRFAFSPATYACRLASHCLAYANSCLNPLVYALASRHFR
Active calls of the source: *. These rows are one share of the data, so the mix of outcomes need not match the whole.

canonical_smiles	GalR3 antagonist
O=C(c1[nH]c(C(F)(F)F)nc1-c1ccccc1)N1CCN(c2c(Cl)cncc2Cl)CC1	-5
O=C1CCC2(CCCC2)c2ccccc21	-6
Cc1cccc2c1CCCC2=O	3
Cc1cn(CC(=O)NCCNc2ccc([N+](=O)[O-])cn2)c(=O)[nH]c1=O	-5
COc1ccccc1NS(=O)(=O)c1cc(NC(=O)CN2C(=O)NC3(CCCCC3)C2=O)ccc1C	-7
N#Cc1ccc(OCC(=O)NCCCN2CCCC2=O)cc1	-3
COC(=O)c1ccc2nc(-c3cccc(Cl)c3)c(Cc3ccccc3OC)n2c1	1
C[C@H]1CN([C@@H](C)CO)C(=O)CCCn2cc(nn2)CO[C@@H]1CN(C)C(=O)c1ccc2ccn(C)c2c1	1

Laid out differently: entries from further up.
O=C(c1[nH]c(C(F)(F)F)nc1-c1ccccc1)N1CCN(c2c(Cl)cncc2Cl)CC1
- GalR3 antagonist: -5
C[C@H]1CN([C@@H](C)CO)C(=O)CCCn2cc(nn2)CO[C@@H]1CN(C)C(=O)c1ccc2ccn(C)c2c1
- GalR3 antagonist: 1
Cc1cn(CC(=O)NCCNc2ccc([N+](=O)[O-])cn2)c(=O)[nH]c1=O
- GalR3 antagonist: -5
N#Cc1ccc(OCC(=O)NCCCN2CCCC2=O)cc1
- GalR3 antagonist: -3

Following part
canonical_smiles	GalR3 antagonist
Cn1c(=O)c2cc(NC(=O)NCCc3ccccc3)ccc2n1Cc1cccc(C(F)(F)F)c1	-5
CC12CCCCC1C(C(N)=O)C(=O)O2 (stereo unspecified)	-6
OC(c1ccccn1)C(O)c1ccccn1 (stereo unspecified)	-5
COc1cc(C=CC(=O)N2CCN(CC(=O)N3CCCC3)CC2)cc(OC)c1OC	-5
COc1cc(O)c(C(=O)O)c(CCc2ccccc2)c1	-5
CC(C)C[C@H]1CNC(=S)N1C[C@H]1CCCN1C[C@H](Cc1ccccc1)N1C[C@H](Cc2ccc(O)cc2)N(CC2CCCCCC2)C1=S	-7
C=C1c2ccccc2O[C@H](C(=O)OCC)[C@H]1OC	0
O=C1CCCc2ccc3ccccc3c21	-5
C[C@H](O)[C@@H]1C(=O)N2CCc3c([nH]c4ccccc34)[C@@H]2C[C@@H]1N(C)C(=O)c1cc(Cl)cc(Cl)c1	-4
COC(=O)N1Cc2ccnnc2CC1c1ccccc1-c1ccc(F)cc1 (stereo unspecified)	-7
CCOC(=O)C1=CCC2C(=O)N(C)C(=O)C12 (stereo unspecified)	-5
Cc1ccc(C(=O)N2[C@@H]3CN(C)C(=O)[C@@]2(C)[C@H]2C(=O)N(Cc4ccccc4)C(=O)[C@@H]32)cc1	-3
CN1CCCCC(NC(=O)C(C)(C)C)C1=O (stereo unspecified)	-7
O=C(CC[C@H]1O[C@@H](n2ccc(=O)[nH]c2=O)[C@H](O)[C@@H]1O)N[C@H](Cc1ccccc1)C(=O)NCCCc1ccccc1	-5
CCOc1ccc(CCN2C(=S)N([C@@H](Cc3ccccc3)CN3CCC[C@@H]3CN3C(=S)NC[C@@H]3CC(C)C)C[C@@H]2Cc2ccccc2)cc1	-7
CCc1cccc(NC(=O)COC(=O)c2c(-c3ccccc3)noc2C)c1	-8
COc1ccc2c(CN3CCN(C(C)=O)CC3)cc(=O)oc2c1	-7
COc1ccc(Cc2nc3ccc(C(=O)N4CCCCC4CO)cc3o2)cc1OC (stereo unspecified)	-9
O=C1Nc2cc(C(=O)NCCCN3CCCC3)ccc2S/C1=C/c1cccc(Cl)c1	-6
O=[N+]([O-])c1cc2ccccc2c(O)c1O	-3
CC(C)c1cc(Cn2c3ccccc3c(=O)n2C(C)Cn2cc(COc3ccccc3)nn2)on1 (stereo unspecified)	-7
Cc1ccsc1C(=O)N1CCCC1(C)C(=O)NCC(C)C (stereo unspecified)	-1
Cc1ccc2c(c1)N(CC(=O)Nc1nccs1)C(=O)CO2	-2
O=C(CCC1CCCN(C(=O)c2cc(F)ccc2F)C1)N1CCN(c2ccccn2)CC1 (stereo unspecified)	-8
S=C(NCc1ccco1)NCc1ccco1	-7
Cc1[nH]nc2c1C(c1cccc(C(F)(F)F)c1)N(Cc1ccccc1)C2=O (stereo unspecified)	-7
Cc1ccc2ccc(C#N)cc2c1O	-5
Cc1cc(C)c(C)c(S(=O)(=O)N2CCNC(=O)C2)c1C	-6
Cc1ccc(S(=O)(=O)N(C)C[C@@H]2OCCCC[C@@H](C)Oc3ccc(NS(=O)(=O)c4c(C)noc4C)cc3C(=O)N([C@H](C)CO)C[C@@H]2C)cc1	-6
CC1C(=O)N(Cc2cn(Cc3ccco3)nn2)CCS(=O)(=O)N1Cc1ccc(-c2cccnc2)cc1 (stereo unspecified)	-7
COc1ccc(C(=O)c2ccc(Cl)cc2)c(OC)c1OC	-5
Cc1ccc([C@H]2N[C@]3(CCCN(Cc4cccn4C)C3=O)[C@H]3C(=O)N(Cc4ccccc4)C(=O)[C@@H]23)cc1	-5
CCN(C(=O)CSc1nnc(-c2ccc(OC)cc2)n1N)c1c(N)n(Cc2ccccc2)c(=O)[nH]c1=O	-7
CCOC(=O)c1cc2ccccc2n1C1CCN(CCc2ccccc2)CC1	-11
O=C(NCCc1ccccc1)c1cc(S(=O)(=O)N2CCCCC2)c[nH]1	6
COc1cccc(CN2CCC2(C)C(=O)Nc2cccc(NS(C)(=O)=O)c2)c1OC (stereo unspecified)	-7
O=C1c2ccccc2C(c2nnnn2Cc2ccccc2)N1CCc1ccc(O)cc1 (stereo unspecified)	1
CCOC(=O)C1=C(COC(=O)CNS(=O)(=O)c2ccc(C)c(C)c2)NC(=O)NC1C (stereo unspecified)	-2
Fc1ccc(NC(=S)SCc2ccc3c(c2)OCO3)cc1F	-2
COc1ccccc1NC(=O)CCNC(=O)C1CCN(S(=O)(=O)c2ccccc2)CC1	-3
COc1ccc(F)cc1-c1cc(C(=O)NCc2cccc(C(F)(F)F)c2)[nH]n1	-7
COc1cccc(C(c2nnnn2C2CCCC2)N2CCN(C/C=C/c3ccccc3)CC2)c1OC (stereo unspecified)	-7
CCc1nc2ccc(C(=O)Nc3ccc(NC(C)=O)cc3)cn2c1N(CCC(C)C)CCN(C)C	-7
CC(C)N(C)c1ncnc2c1ncn2[C@H]1CN(Cc2ccc(-c3ccccc3)cc2)C[C@@H](CO)O1	-2
O=C(NCc1ccco1)c1ccc(-c2ccc(F)c(F)c2)c2ccoc12	-4
C[C@H](O)[C@@H]1C(=O)N2CCc3c([nH]c4cccc(-c5ccccc5)c34)[C@@H]2C[C@@H]1N(C)C(=O)c1ccccc1	-7
COc1cccc(CNC(=O)[C@@H]2CCCN2C(=O)[C@H]2CCCCN2C(=O)c2ccccc2)c1	-5
CCc1nc2c(OCc3ccccc3)cccn2c1N(C)C(=O)C(C)C	-6
O=C(COC(=O)c1cc([N+](=O)[O-])ccc1N1CCCC1)Nc1ccccc1OC(F)F	-6
Cc1ccc2c(CN(Cc3ccccc3)Cc3ccccc3)cc(=O)oc2c1	-7
CCOC(=O)[C@]12CCC=C1N(Cc1ccco1)C(=O)[C@H](CC(=O)N1CCOCC1)C2	3
O=C(NNC(=O)c1cccc2ccccc12)c1cccc(F)c1	-4
Cc1cccc(C)c1NC(=O)C1(C)CCC(=O)N1C1CCN(Cc2ccccc2)CC1 (stereo unspecified)	-7
CC(C)C[C@@H](CN1CCC[C@H]1CN1C(=O)C(=O)NC[C@@H]1Cc1ccc(O)cc1)N1C[C@H](Cc2ccc(O)cc2)N(CC2CCCCCC2)C(=O)C1=O	-7
CC(=O)O[C@@H](Cc1ccc(O)cc1)C(=O)CC(C)C	-4
O=C(NCCN1CCC(n2c(=O)[nH]c3ccccc32)CC1)c1cccs1	-5

Three entries out of the list, ordered by molar mass, falling:
canonical_smiles	GalR3 antagonist
Cc1cccc(C)c1NC(=O)C1(C)CCC(=O)N1C1CCN(Cc2ccccc2)CC1 (stereo unspecified)	-7
CCOC(=O)[C@]12CCC=C1N(Cc1ccco1)C(=O)[C@H](CC(=O)N1CCOCC1)C2	3
O=C(NNC(=O)c1cccc2ccccc12)c1cccc(F)c1	-4

Other structures:
canonical_smiles	GalR3 antagonist
c1ccc(OCCNc2nc(NCC3CC3)nc3cc(-c4ccccc4)sc23)cc1	-6
COc1ccc(OC)c(NC(=O)c2cc(-c3ccc(F)cc3OC(C)C)n[nH]2)c1	-6
CCc1oc(-c2ccc(OC)cc2)c(C(=O)OCCCCCO)c1C(C)OCCO (stereo unspecified)	-4
O=C(Nc1ccccc1C(=O)Nc1nccs1)c1ccccc1	-8
CCOC(=O)[C@]12CCCC=C1N(Cc1ccccc1)C(=O)[C@H](CC(=O)NCc1cccc3ccccc13)C2	-4
CCOC(=O)C1CCCN(C(=O)c2cccs2)CC1 (stereo unspecified)	-3
CCOc1ccccc1NC(=O)CCNC(=O)N1CC(=O)Nc2ccccc21	-3
COc1ccc(S(=O)(=O)N2CCC(C(=O)NCCC(=O)NCc3cccnc3)CC2)cc1	0
O=C(O)c1ccc(C=NNC(=O)c2cccc3ccccc23)cc1	-1
COCc1cc(N2CCNC[C@H]2C)ccc1N1CCS(=O)(=O)CC1	-7
O=C1C=C(OCCCl)CC(c2cccc(Cl)c2)O1 (stereo unspecified)	0
O=C1C=C(O)c2[nH]c(=O)ccc2C1=O	0
CC(=O)NCCNC(=O)C1Cc2c(-c3cccc(NC(C)=O)c3)ccnc2O1 (stereo unspecified)	2
COc1ccccc1CCn1cnc(-c2ccc(F)cc2)c1CC(C)C	-5
CC(C)CN(C(=O)CCC1CCCCC1)c1c(N)n(CC(C)C)c(=O)[nH]c1=O	-4
Cc1nnc(NCC=Cc2ccccc2)s1	-7
Cc1ccccc1C(C)(O)c1cnc(C)n1Cc1ccccc1 (stereo unspecified)	-4
O=C(COc1ccc2c(-c3ccccc3)cc(=O)oc2c1)N1C[C@H]2C[C@@H](C1)c1cccc(=O)n1C2	5
CCC(C(=O)NC(C)(C)C)n1c(C(c2ccccc2)c2ccccc2)nc2ccccc21 (stereo unspecified)	-9
CCNC(=O)C1(C)CCCN(C(=O)c2cc(-c3cccs3)oc2C)C1 (stereo unspecified)	-5
Cc1ccc(Cl)cc1-c1cc(C(=O)NCc2ccco2)[nH]n1	6
O=[N+]([O-])c1cc2c(ccc3occc32)o1	-9
Nc1ncnc2c1ncn2[C@@H]1O[C@H](C(=O)NCc2ccc(OC(F)(F)F)cc2)[C@@H](O)[C@H]1O	-4
COC1CCC2(C)C(=CCC3C4CC(O)CC4(C)CCC32)C1 (stereo unspecified)	-3
C[C@H]1CN([C@@H](C)CO)C(=O)c2cc(Br)cnc2O[C@@H]1CN(C)C(=O)Nc1ccc(C(F)(F)F)cc1	-2
Cc1cc(NC(=O)c2ccc3sc([C@@H]4O[C@H](CO)[C@H](O)[C@H](O)[C@H]4O)nc3c2)n(C)n1	-6
COc1ccc(-c2ccc3c(c2)C2CC3CCN2C(=O)OCc2ccccc2)cc1 (stereo unspecified)	-7
O=C(C[C@H]1CC[C@@H]2[C@H](COC[C@@H](O)CN2Cc2ccc(Cl)cc2)O1)NCCc1ccccc1	-5
COc1cc2c(cc1[N+](=O)[O-])-c1ccc([N+](=O)[O-])cc1C2	-3
O=C(Nc1ccc2c(c1)OCCO2)C(C1CC1)N1CCN(c2ccc(F)cc2)CC1 (stereo unspecified)	-6
CCCCN(C(=O)c1ccc(N(C)S(=O)(=O)c2ccc(C)cc2)cc1)c1c(N)n(CC(C)C)c(=O)[nH]c1=O	5
O=C(NCc1cccs1)C1Cc2c(-c3ccc(Cl)cc3)ccnc2O1 (stereo unspecified)	1
CCCCCCCCN	-5
COC(=O)[C@]12CCCCC=C1N(Cc1ccco1)C(=O)[C@H](CC(=O)NCCCCc1ccccc1)C2	-7
O=C(N[C@H](Cc1ccccc1)C(=O)N1CCN(C(=O)N2CCCCC2)CC1)[C@H]1O[C@@H](n2ccc(=O)[nH]c2=O)[C@H](O)[C@@H]1O	-5
Cc1cc(NC(=O)CSCC(=O)OCC(=O)c2ccc(Br)cc2)no1	-9
O=C1OC2C(O)COC23OC(O)CCC13O (stereo unspecified)	-7
O=C(Cn1ccc(=O)[nH]c1=O)Nc1nccs1	-3
O=C(O)C(CCc1ccccc1)N1CCOCC1 (stereo unspecified)	-3
O=C(C[C@H]1CC[C@@H]2[C@H](COC[C@H](O)CN2Cc2cccc(F)c2)O1)NCc1cccc(F)c1	-5
Cc1ccc(S(=O)(=O)N(C)c2ccc(OC(=O)CN3C(=O)NC(C)(c4ccccc4)C3=O)cc2)cc1C (stereo unspecified)	-7
C=CCOC(=O)Nc1nc(CCNC(=O)OCc2ccccc2)c(C(=O)O)s1	-6
COc1ccc(S(=O)(=O)N2CCCOC2CNC(=O)C(=O)NCCO)cc1 (stereo unspecified)	3
O=C(/C=C/c1ccccc1[N+](=O)[O-])OCC(=O)N1CCN(c2ccccc2)CC1	2
Cc1ccsc1C(=O)N1CCC1(C)C(=O)NCc1cccc2ccccc12 (stereo unspecified)	-3
COc1ccc(Cl)c(-c2cc(C(=O)Nc3ccc(C)c(NS(C)(=O)=O)c3)[nH]n2)c1	-7
C[C@@H]1CN([C@H](C)CO)C(=O)CCCn2nncc2CO[C@H]1CN(C)C(=O)Nc1ccc2c(c1)OCCO2	-3
CN(C)C(=O)c1cccc(-c2cnc3c(NC=O)cc(-c4cccc(C(F)(F)F)c4)cn23)c1	-5
C[C@@H]1C=CCCO[C@]12C(=O)N(Cc1ccc(F)cc1)c1cccc(Br)c12	-9
COC(=O)[C@]12CCCCC=C1N(CCC1=CCCCC1)C(=O)[C@H](CC(=O)N1CCCCC1)C2	-6
CC(C)(CO)CN1CCC(n2nccc2NC(=O)C2CCOC2)CC1 (stereo unspecified)	-5
O=C1CCC2(CCCCC2)N1	-3

Assay outcomes as filed in PubChem.
